# Source: PubChem BioAssay (Johns Hopkins Ion Channel Center)
# CHT allo act = allosteric activators of human choline transporter CHT | Q9GZV3 | CHT-expressing cells, membrane potential dye, choline EC20; stronger effect = higher value; LV-AA mutant CHT in HEK293 cells | B-score at 10 µM | 0.49% of 310,000 active;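 active means initial fluorescence not abnormally high and integrated response B-score, plate-corrected, over 3 SD above library mean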
# Target sequence (Q9GZV3 whole entry, looked up): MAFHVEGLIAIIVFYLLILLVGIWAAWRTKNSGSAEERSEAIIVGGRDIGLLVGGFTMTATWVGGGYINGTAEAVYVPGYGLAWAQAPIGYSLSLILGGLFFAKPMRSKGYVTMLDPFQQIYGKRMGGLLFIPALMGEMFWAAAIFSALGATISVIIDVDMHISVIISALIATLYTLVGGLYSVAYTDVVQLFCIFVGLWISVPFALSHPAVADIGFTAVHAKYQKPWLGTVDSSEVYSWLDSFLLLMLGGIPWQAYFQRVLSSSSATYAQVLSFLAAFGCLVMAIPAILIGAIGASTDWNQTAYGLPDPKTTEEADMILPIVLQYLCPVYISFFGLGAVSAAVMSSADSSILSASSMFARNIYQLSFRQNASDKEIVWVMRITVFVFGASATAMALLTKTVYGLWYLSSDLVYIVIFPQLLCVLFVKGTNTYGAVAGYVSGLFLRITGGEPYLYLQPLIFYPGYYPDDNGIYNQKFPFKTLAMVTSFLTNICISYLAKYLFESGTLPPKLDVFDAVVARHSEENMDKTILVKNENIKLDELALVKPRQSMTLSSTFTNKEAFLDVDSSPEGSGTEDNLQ
# CHT block = inhibitors of human choline transporter CHT; AID 488975; 0.86% of 310,000 active; CHT-expressing cells, membrane potential dye, choline response; stronger effect = lower value; Q9GZV3; B-score at 10 µM;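 active means B-score over 3 SD under the library average, and starting fluorescence ratio not unusually high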;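 further: choline stimulus applied at its EC90 after an EC20 pre-addition; B-score computed on integrated fluorescence ratio after choline addition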
# * hit, by the source's call; i = inactive.
SMILES,CHT allo act,CHT block
Cn1cc(S(=O)(=O)CC(=O)Nc2ccc3c(c2)OCCO3)c2ccccc21,i,i
COc1cccc(-c2[nH]nc3c2C(c2ccc(C)o2)C(C#N)=C(N)O3)c1 (centres undefined),i,i
Cc1[nH]c2ccccc2c1-c1nc(-c2ccc(Cl)cc2)nnc1-c1ccccc1,i,i
Cc1cc(=O)[nH]c(SCC(=O)Nc2ccc(F)cc2)c1C#N,i,-10.2*
CC(C)(C)c1cc(NCc2ccccn2)n2ncc(-c3ccccc3)c2n1,i,i
CC(C)NC(=S)Nc1ccc(Oc2ccccc2)cc1,i,i
CCCCC[C@H]1CN(Cc2ccccc2)C(=O)[C@@H]1CC(=O)NCc1ccccc1,i,i
O=C(/C=C/c1ccccc1[N+](=O)[O-])c1ccccc1Br,i,i
COc1ccc(NC(=O)c2ccc(NC(=O)c3cccs3)cc2)cc1,i,i
O=C(Nc1cc(C(F)(F)F)ccc1Cl)C(=O)N1CCCCC1,i,i
Cc1sc(NC(=O)Cc2ccc3c(c2)OCO3)nc1-c1ccc2c(c1)CCN2C(=O)c1ccc(F)cc1,i,i
O=C(Cc1c(F)cccc1Cl)N1CCN(C(=O)c2ccco2)CC1,i,i
c1csc(-c2nc3c4ccccc4c4ccccc4c3[nH]2)c1,i,i
CN(C)S(=O)(=O)N1CCC(C(=O)O)(c2ccccc2)CC1,i,i
Cc1cc(C)c2c(c1)cc(C)c1nnc(SCC(=O)N3CCCc4ccccc43)n12,i,i
CCOc1ccc(CNC(=O)C2CCN(c3nnc(C)c4c(C)n(-c5ccc(C)cc5)nc34)CC2)cc1,i,i
O=C(CCc1ccccc1)NNC(=O)c1ccco1,i,i
COC(=O)C1C(=O)c2c([nH]c(C(=O)OC3CCCC3C)c2C)CC1C (centres undefined),i,i
Nc1nnc(Cc2ccccc2)s1,i,i
CCN(C(=S)Nc1cc(S(=O)(=O)N2CCOCC2)ccc1Cl)c1cccc2ccccc12,i,i
CC1(C)Cc2cccc(OCC(=O)N3CCN(S(=O)(=O)c4ccc(F)cc4)CC3)c2O1,i,i
Fc1ccc(/C=C2\CCCC3=C2Nc2ncnn2C3c2ccc(F)cc2)cc1 (centres undefined),i,i
CCC(=O)NCc1c(C)c(C)n(Cc2ccccc2)c1-n1cccc1,i,i
O=C(c1ccc(N2CCN(C(=O)c3ccc(F)cc3F)CC2)cc1)c1cccc(F)c1,i,i
Cc1ccc(C)c(NS(=O)(=O)c2cc(C(=O)NCc3ccco3)ccc2C)c1,i,i
CC(C)(C)NC(=O)CCC1COc2ccccc2O1 (centres undefined),i,i
CN(C(=O)CSc1nc(N)cc(N)n1)C1CCS(=O)(=O)C1 (centres undefined),i,i
CCOc1ccc(CCNC(=O)Cn2ccc3cc(S(=O)(=O)N4CCCC4)ccc32)cc1,i,i
Cc1ccc(S(=O)(=O)N2CCCCC2)cc1NC(=O)COc1ccccc1F,i,i
c1ccc(-c2ccccc2OCCN2CCCCC2)cc1,i,i
CCCCc1nc(SCCOC)c2c(=O)n(C)c(=O)n(C)c2n1,i,i
COc1cc(NC(=O)c2ccc(Cl)cc2)c(OC)cc1NC(=O)CN1CCCCC1,i,i
COc1cccc(C2CC(c3ccc(NS(C)(=O)=O)cc3)=NN2C(=O)c2ccccc2)c1OC (centres undefined),i,i
Cc1nc(CSc2nsc(C)c2C#N)cs1,i,i
O=C(CNC(=O)Cn1ccc2ccccc2c1=O)NCCCN1CCN(c2cccc(Cl)c2)CC1,i,i
CN(C)C(=O)c1cn(N(C)c2ncc(C(F)(F)F)cc2Cl)c(=O)c2ccccc12,i,i

# By substructure, the entries above with four or more nitrogen atoms (ten)
SMILES,CHT allo act,CHT block
COc1cccc(-c2[nH]nc3c2C(c2ccc(C)o2)C(C#N)=C(N)O3)c1 (centres undefined),i,i
Cc1[nH]c2ccccc2c1-c1nc(-c2ccc(Cl)cc2)nnc1-c1ccccc1,i,i
CC(C)(C)c1cc(NCc2ccccn2)n2ncc(-c3ccccc3)c2n1,i,i
Cc1cc(C)c2c(c1)cc(C)c1nnc(SCC(=O)N3CCCc4ccccc43)n12,i,i
CCOc1ccc(CNC(=O)C2CCN(c3nnc(C)c4c(C)n(-c5ccc(C)cc5)nc34)CC2)cc1,i,i
Fc1ccc(/C=C2\CCCC3=C2Nc2ncnn2C3c2ccc(F)cc2)cc1 (centres undefined),i,i
CN(C(=O)CSc1nc(N)cc(N)n1)C1CCS(=O)(=O)C1 (centres undefined),i,i
CCCCc1nc(SCCOC)c2c(=O)n(C)c(=O)n(C)c2n1,i,i
O=C(CNC(=O)Cn1ccc2ccccc2c1=O)NCCCN1CCN(c2cccc(Cl)c2)CC1,i,i
CN(C)C(=O)c1cn(N(C)c2ncc(C(F)(F)F)cc2Cl)c(=O)c2ccccc12,i,i

# Next records
SMILES,CHT allo act,CHT block
COc1ccc(-c2nnc(N(C)C(=O)c3ccno3)s2)cc1,i,i
COc1ccc(OC(=O)C(C)N2C(=O)c3ccccc3C2=O)cc1 (centres undefined),i,i
CCCCCCNC(=O)CSc1nccn1Cc1ccccc1,i,i
N#Cc1c(SCC(=O)O)nc(-c2ccccc2)c2c1CCCC2,i,i
O=[N+]([O-])c1cccc(COc2ncnc3cc([N+](=O)[O-])ccc23)c1,i,i
CC1(C)CN(c2ccc(CC#N)cc2)C1=O,i,i
CC(C)(C)c1cc(CCC(=O)N2CCCC2)cc(C(C)(C)C)c1O,i,i
NS(=O)(=O)c1ccc(NC(=S)Nc2ccc(S(=O)(=O)N3CCCC3)cc2)cc1,i,i
CCN1CCCC1CNc1ncnc2c1[nH]c1ccc(F)cc12 (centres undefined),i,i
Cc1[nH]c(=O)[nH]c(=O)c1S(=O)(=O)N1CCOCC1,i,i
CC1CCCCN1S(=O)(=O)c1ccc(NC(=O)c2cccc(-n3cnnn3)c2)cc1 (centres undefined),i,i
COCc1cc(=O)n2[nH]cc(-c3ccccc3)c2n1,i,i
Cc1cc(Oc2ccccc2)nc(N)n1,i,i
CS(=O)(=O)c1ccc2nc(NC(=O)c3ccc(NS(=O)(=O)c4ccc(F)c(F)c4)cc3)sc2c1,i,i
COC(=O)C1CCN(C(=O)COc2cc3sc(C)nc3c3sccc23)CC1,i,i
CC1(C)Cc2ccccc2C(NNC(=O)c2ccccc2)=N1,i,i
COc1ccc(N=C2SC(CC(=O)Nc3ccccc3)C(=O)N2Cc2ccco2)cc1 (centres undefined),i,i
Cc1cccc(C(=O)N/C(=C/c2ccco2)C(=O)N2CCCCCC2)c1,i,i
O=C(NNC(=O)c1ccc(S(=O)(=O)N2CCCCC2)cc1)c1ccc(F)cc1,i,i
COc1cc(C(=O)OCC(=O)Nc2cc(C)on2)c([N+](=O)[O-])cc1OC,i,i
COc1ccc(/C=C/C(=O)c2ccccc2O)cc1,i,i
COc1ccc(N2CCN(C(=O)CSc3nnc4c(C)cc5ccccc5n34)CC2)cc1,i,i
CCn1c(SCC(=O)N/N=C/c2ccncc2)nc2ccccc21,i,i
C=CCNC(=O)C1CCCN(S(=O)(=O)c2ccc(-n3cnnn3)cc2)C1 (centres undefined),i,i
CC(C)(C)c1ccc(OCCOCCn2cnc3ccccc3c2=O)cc1,i,i
Cc1c(C)n(Cc2ccccc2)c2ncnc(NN)c12,i,i
CC(C)CN(C(=O)COC(=O)c1nc(Cl)ccc1Cl)C1CCS(=O)(=O)C1 (centres undefined),i,i
CCOC(=O)CSc1nnc(-c2ccccc2OC)o1,i,i
Cc1ccc(Cn2ncc(Cl)c(Cl)c2=O)cc1,i,i
CCn1c(SCC(=O)NCC2CCCO2)nc2c(c1=O)SC(C)C2 (centres undefined),i,i
COc1ccc(C(=O)c2c(C)oc3ccc(O)cc23)c(OC)c1,i,i
c1ccc(CCN2CN=C(Nc3nc4ccccc4o3)NC2)cc1,i,i
CC(=O)NCCC(=O)Nc1cc(S(=O)(=O)N2CCCCC2)ccc1Oc1ccccc1,i,i
CC(C)n1cc(/C=C2/SC(=O)N(CC(=O)Nc3ccc4c(c3)OCO4)C2=O)c2ccccc21,i,i
CC(OC(=O)/C=C/c1ccccc1Cl)C(=O)NC1CCCCC1C (centres undefined),i,i
CCC1(CC)Cc2ccccc2-c2nc(NN)[nH]c(=O)c21,i,i
CCOc1ccccc1N(CC(=O)NC(C)(C)C)C(=O)c1ccc(CN2CCOCC2)o1,i,i
CC(C)c1ccc(NC(=O)CSc2n[nH]c(=O)n2-c2cccnc2)cc1,i,i
O=C1c2ccccc2NC(c2cccnc2)N1c1ccccc1F (centres undefined),i,i
COc1cccc(NC(=S)N(Cc2ccc(Cl)cc2)Cc2ccc(C(=O)O)cc2)c1,i,i
CN(C)c1ccc(N=Cc2nc(-c3ccccc3)oc2OC(=O)c2cccc(Cl)c2)cc1,i,i
O=C(Nc1ccccc1-c1ccccc1)c1ccccc1Br,i,i
C=CCc1cccc(/C=N/n2cnnc2)c1O,i,i
O=C(Nc1n[nH]c(C(F)(F)F)n1)C1CC1,i,i
Cc1ccc(-c2ccc(/C=N/c3ncn[nH]3)o2)cc1Cl,i,i
CCOc1ccccc1OC(=O)CN1C(=O)c2ccccc2C1=O,i,i
Cc1ccc(C(C)C)cc1S(=O)(=O)NCc1cccnc1,i,i
Cc1ccccc1C(=O)NC1CCN(CC(=O)Nc2ccc(Br)cc2)CC1,i,i
COc1ccccc1CN1CCC(CNS(=O)(=O)c2cc(-c3onc(C)c3C)ccc2OC)CC1,i,i
CCn1c(=N)n(CC(O)COc2ccc(C)cc2)c2ccccc21 (centres undefined),i,i
CCCCn1c(=O)c(CCC(=O)OCC(=O)NC(C)c2ccccc2)nc2ccccc21 (centres undefined),i,i
Cc1cccc(-c2nn(-c3ccccc3)cc2C(=O)N(C)CC(=O)Nc2ccc(N3CCOCC3)cc2)c1,i,i
CC(C)c1nccn1S(=O)(=O)c1cc(Cl)ccc1Cl,i,i
CCN(CCO)c1nc(SC)nc2c1sc1nc(-c3ccco3)c3c(c12)CCC3,i,i
COCCNC(=O)C(c1ccccc1)N(Cc1cccs1)C(=O)Cn1nnc2ccccc21 (centres undefined),i,i
Cc1cc(-c2nnc(-c3cccc(Cl)c3)o2)no1,i,i
O=C(c1ccccc1)c1nn(-c2ccccc2)c2nnc(Cc3ccccc3)c(=O)n12,i,i
CCC(=O)N1CCc2cc(S(=O)(=O)NC(Cc3ccccc3)C(=O)NC3CCCC3)ccc21 (centres undefined),i,i
CCc1nc(N2CCCC(C)C2)c2oc3ccccc3c2n1 (centres undefined),i,i
Brc1cccc(CNc2nc3ccccc3n2CCN2CCCCC2)c1,i,i
# The list goes on:
SMILES,CHT allo act,CHT block
O=C(Nc1c(F)cccc1F)C(c1ccccc1)c1ccccc1,i,i
Cc1cc(=O)n2nc(N3CCCC3C(=O)Nc3cccc(Cl)c3C)sc2n1 (centres undefined),i,i
CCC1CCCCN1C(=O)COC(=O)c1n[nH]c2ccccc12 (centres undefined),i,i
CN(CC(=O)Nc1c(Cl)cccc1Cl)C(=O)CNC(=O)c1ccc2ccccc2c1,i,i
COc1ccc(C2CC(=O)N(c3ccccc3)C3=C2C(=O)CCC3)cc1 (centres undefined),i,i
Cc1cc(C)nc(SCC(=O)Nc2ncc3c(n2)CC(C)(C)CC3=O)n1,i,i
Cc1sc(NC(=O)/C=C/c2ccc3c(c2)OCO3)nc1-c1ccccc1,i,i
Cc1ccc(CC(=O)Nc2nccs2)cc1C,i,i
Cn1c(NC2CCCCC2)cc(=O)n(C)c1=O,i,i
Nc1oc2ccccc2c(=O)c1C=O,i,i
Fc1ccccc1Cc1nnc2n1N=C(c1ccc(Cl)cc1)CS2,i,i
Cc1ccc(Cl)c(OCC(=O)Nc2ccc3c(c2)OCCO3)c1,i,i
O=C(Cc1cccs1)Nc1cccc(-c2nc3ccccc3[nH]2)c1,i,i
Cc1ccc(C)c(OC(=O)c2cccc(S(=O)(=O)N3CCN(C)CC3)c2)c1,i,i
CCc1ccc(N2CC(C(=O)NCCC3=CCCCC3)CC2=O)cc1 (centres undefined),i,i
Cc1ccc(C(=O)CC2(O)C(=O)N(Cc3ccc4c(c3)OCO4)c3ccccc32)cc1 (centres undefined),i,i
NC(=O)c1nsc(C(=O)N(c2ccccc2)C(C(=O)NC2CCCC2)c2ccncc2)c1N (centres undefined),i,i
COc1cccc(CNC(=O)CCS(=O)(=O)c2cccc3nonc23)c1,i,i
CN(C)CCCNC(=O)/C=C/c1ccc2c(c1)OCO2,i,i
CC(C)OP(=O)(c1ccc(N(C)C)cc1)C(O)c1ccc(C(C)C)cc1 (centres undefined),i,i
CCN1CCCC1CNC(=O)c1cc2c(C)nc3ccccc3c2o1 (centres undefined),i,i
O=C(c1ccco1)N1CCN(C(c2ccc(Cl)cc2)c2nnnn2CC2CCCO2)CC1 (centres undefined),i,i
COc1ccccc1N1CC(C(=O)Nc2ccc(S(=O)(=O)N3CCOCC3)cc2)CC1=O (centres undefined),i,i
CCCc1nc2c(=O)n(C)c(=O)[nH]c2n1C,i,i

# Reprinted at random: 2 records from the list, in no set order.
SMILES,CHT allo act,CHT block
O=C(Cc1cccs1)Nc1cccc(-c2nc3ccccc3[nH]2)c1,i,i
CCN1CCCC1CNC(=O)c1cc2c(C)nc3ccccc3c2o1 (centres undefined),i,i

# (more compounds)
SMILES,CHT allo act,CHT block
CN(C)C1=NCCN1CCCC1CCCC1,i,i
CCOC(=O)[C@@H]1[C@H]2COc3ccc(Br)cc3[C@@H]2N2C(=O)N(c3ccccc3)C(=O)[C@@]12C,8.68*,i
O=C(COc1ccccc1Cl)Nc1nnc(S(=O)(=O)N2CCCCCC2)s1,i,i
COC(=O)N/N=C/c1ccc(-c2cccc(Cl)c2)o1,i,i
COc1ccc(Cl)cc1C(=O)NCC(C)C,i,i
COc1ccc(CCNc2c([N+](=O)[O-])c(=O)oc3ccccc23)cc1OC,i,i
O=C1C2C3C=CC(C3=C(c3ccccc3)c3ccccc3)C2C(=O)N1Cc1ccccc1 (centres undefined),i,i
CCc1sc(C(=O)NCc2ccccc2)cc1C,i,i
